Screens from PubChem.
GALK inh = inhibitors of human galactokinase (GALK) | P51570 | recombinant GALK, Kinase-Glo ATP luminescence, 1 h | Potency, µM (series often up to 57.5 µM), without a hit: at the top dose activity, negative = inhibition, most hits filed as inhibitors | 44,000 tested, under 10 active | AID 1347072;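 further: plate controls were full GALK reaction for no effect and reaction lacking GALK for full effect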
Target sequence (P51570 whole entry, looked up): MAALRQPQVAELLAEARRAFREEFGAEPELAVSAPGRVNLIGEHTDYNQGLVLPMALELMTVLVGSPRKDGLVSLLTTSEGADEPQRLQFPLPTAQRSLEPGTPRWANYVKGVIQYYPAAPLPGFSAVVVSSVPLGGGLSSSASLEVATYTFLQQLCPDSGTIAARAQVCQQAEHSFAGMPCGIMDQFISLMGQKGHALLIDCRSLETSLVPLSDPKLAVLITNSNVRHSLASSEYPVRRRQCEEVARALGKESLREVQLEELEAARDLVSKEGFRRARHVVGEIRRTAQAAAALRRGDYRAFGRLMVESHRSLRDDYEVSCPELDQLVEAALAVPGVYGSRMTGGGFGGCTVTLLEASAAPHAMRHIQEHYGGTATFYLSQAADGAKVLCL
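5 nM GALK; 35 uM ATP; 100 uM D-galactose; 20 mM HEPES pH 8.0, 5 mM MgCl2, 60 mM NaCl, 1 mM DTT, 0.01% BSA; 1 h RT; Kinase-Glo Plus luminescence.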
p53null 32C tox = selectivity test: cytotoxicity in p53 null cells, permissive temperature | H1299-neo p53 null cells, ATP luminescence, 24 h, 32C | Potency, µM (series often up to 46.1 µM), for the others: at the highest dose activity change, negative = cytotoxicity, actives largely listed as cytotoxic | 55,000 compounds, 0.62% hits | AID 903;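 further: potency means the concentration at half of the fitted maximal effect; 0% = DMSO only and -100% = full killing by 100 µM tamoxifen; nearly all actives have a fitted effect of over 55% in size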
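Cells lacking p53 (H1299-neo) are plated at 600 per well and allowed to settle overnight at 37C. Test compounds (up to 46 uM) are added and held 24 hours at 32C, then ATP is quantified by luminescence.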
p53null 39C kill = kills p53 null cells at the nonpermissive temperature. 55,000 compounds, 0.97% hits. Potency, µM (series often up to 46.1 µM), for the others: top-dose activity, negative = cell killing, hits mostly cytotoxic. H1299 p53-null (neo) cells, 39C, ATPlite viability, 24 h. AID 904;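 further: potency means the concentration at half of the fitted maximal effect; 0% = DMSO only and -100% = full killing by 100 µM tamoxifen; nearly all actives have a fitted effect of over 50% in size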
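ATP-luminescence viability readout (ATPlite, 20 min RT) after 24 hr compound treatment at 39C of H1299-neo or H1299-p53A138V cells; titration up to 46 uM; normalized to DMSO and 100 uM tamoxifen; Hill-fit AC50.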
FH mod = Identification of activators of human fumarate hydratase by quantitative high-throughput screening | 54,000 compounds, 0.22% hits | FH coupled MDH/diaphorase resazurin fluorescence, 15 min | Potency, µM (doses to about 79.9 µM), without a hit: top-dose activity change, negative = inhibition, most hits filed as inhibitors | Fumarate hydratase, mitochondrial (Homo sapiens), P07954; further: potency means the concentration at half of the fitted maximal effect; on the % scale 0 is the no-effect control and ±100 the full control effect; the screen sought activators but most active calls are inhibition curves; nearly all actives have a fitted effect of over 45% in size
NTMT1 inh = blocks human N-terminal methyltransferase 1 activity; Q9BV86; NTMT1 MTase-Glo SAH luminescence, purified enzyme; Potency, µM (titrated, usually from 114 µM), without a hit: at the top dose activity change, negative = inhibition, usual class: inhibitors; 59,000 compounds, 2.5% hits; AID 1645870;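 further: potency means the concentration at half of the fitted maximal effect; plate controls were DMSO vehicle for no effect and no enzyme for full effect; nearly all actives have a fitted effect of over 65% in size; many of its hits are not listed in these tables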
Target sequence (Q9BV86 whole entry, looked up): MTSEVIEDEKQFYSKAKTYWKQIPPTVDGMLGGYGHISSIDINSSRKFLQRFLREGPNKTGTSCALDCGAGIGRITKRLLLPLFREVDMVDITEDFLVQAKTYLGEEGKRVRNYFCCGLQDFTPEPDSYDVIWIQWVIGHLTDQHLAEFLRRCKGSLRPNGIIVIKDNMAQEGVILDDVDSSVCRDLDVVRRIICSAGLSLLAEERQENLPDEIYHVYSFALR
B2AR arrestin ag = beta-arrestin recruitment by human beta2-adrenergic receptor ligands; AID 1347077; HTLA Tango cells, beta-arrestin recruitment, luciferase luminescence, 18 h; 44,000 tested, under 10 active; P07550; Potency, µM (doses to about 46.1 µM), inactives show at the highest dose activation, usual class: activators;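 further: potency means the concentration at half of the fitted maximal effect; 0% = DMSO and full agonism = EC100 isoproterenol or metaproterenol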
Target sequence (P07550 whole entry, looked up): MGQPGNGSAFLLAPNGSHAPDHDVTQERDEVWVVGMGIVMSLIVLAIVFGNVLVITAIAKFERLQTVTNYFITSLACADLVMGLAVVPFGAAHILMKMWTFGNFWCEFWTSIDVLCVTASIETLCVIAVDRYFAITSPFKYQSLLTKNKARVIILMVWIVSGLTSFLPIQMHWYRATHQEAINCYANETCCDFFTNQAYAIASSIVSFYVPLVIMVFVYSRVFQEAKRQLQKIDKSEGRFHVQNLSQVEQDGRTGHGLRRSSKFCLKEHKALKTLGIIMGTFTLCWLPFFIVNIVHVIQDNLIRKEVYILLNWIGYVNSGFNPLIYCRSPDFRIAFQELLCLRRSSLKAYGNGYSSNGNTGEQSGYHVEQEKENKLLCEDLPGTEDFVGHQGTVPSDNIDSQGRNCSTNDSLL
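Tango cells expressing recombinant beta2-AR and beta-arrestin were treated with compounds (up to 46 microM titration) in DMEM with 1% FBS for 18 hr at 37 degrees C. Beta-arrestin recruitment drove tTA-dependent luciferase, read by luminescence; curves were fitted and classed.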
TSG101-PTAP inh = blocks PTAP binding to human TSG101, validation; Q99816; Fluorescence polarization, FITC-PTAP peptide/Tsg101, 20 min; Potency, µM (highest dose often 115 µM), for the others: at the highest dose activity change, negative = inhibition, usual class: inhibitors; 44,000 tested, under 10 active; AID 1347069; further: potency means the concentration at half of the fitted maximal effect; 0% is about no effect
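Fluorescence polarization binding of Tsg101 binding domain (10 uM final) to FITC-labeled PTAP-motif peptide (50 nM final) in HEPES pH 7.5/NaCl/Tween 20/EDTA/TCEP buffer; 20 min at r.t. Actives by curve class, <25 µM, efficacy <60% inhibition.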
* marks the source's active call; other numbers are inactive results; [ ] = dose if it differs, or a comment. The call rests on the fitted dose curve; in most records, active means well fitted curve in the direction sought with a large enough effect; inconclusive means small, poorly fitted or top-dose-only effect, or another doubt; inactive means no such curve, though single readings can be large; an effect the other way counts as inactive or inconclusive. These rows are one share of the data; the hit share may differ from the screen's.

For Cc1cc(C)c(NC(=O)CSC2=Nc3ccccc3C3=NC(CC(=O)NCc4cccs4)C(=O)N23)c(C)c1 (stereo not drawn) the results were GALK inh 0%, p53null 32C tox 1%, p53null 39C kill 13%, FH mod -6%, NTMT1 inh -5%, B2AR arrestin ag -1% and TSG101-PTAP inh -9%.
O=C1NC(NS(=O)(=O)c2ccccc2)(C(F)(F)F)C(=O)N1CCc1ccccc1 (stereo not drawn) was read as GALK inh 2%, p53null 32C tox -5%, p53null 39C kill 11%, FH mod 1%, NTMT1 inh 14%, B2AR arrestin ag -1% and TSG101-PTAP inh 5%.
For Cc1ccc(CCNC(=O)CCn2nc(-c3ccc(Cl)cc3)ccc2=O)cc1 the results were GALK inh 2%, p53null 32C tox -8%, p53null 39C kill 13%, FH mod 1%, NTMT1 inh 10%, B2AR arrestin ag 0% and TSG101-PTAP inh -2%.
Screening Cc1nc(-c2ccc(S(=O)(=O)N3CCN(c4cc(Cl)ccc4C)CC3)cc2)co1 returned GALK inh 1%, p53null 32C tox 5%, p53null 39C kill -21%, FH mod -8%, NTMT1 inh 3%, B2AR arrestin ag 0% and TSG101-PTAP inh -1%.
`CCNC(=O)C1CCN(c2nnc(C)c3c(C)n(-c4ccc(OC)cc4)nc23)CC1` gave GALK inh 0%, p53null 32C tox 2%, p53null 39C kill 10%, FH mod -11%, NTMT1 inh 4%, B2AR arrestin ag -1% and TSG101-PTAP inh -3%.
Screening CCc1cccc(NC(=O)CCS(=O)(=O)c2ccc3nc(C)sc3c2)c1 returned GALK inh 1%, p53null 32C tox -5%, p53null 39C kill -9%, FH mod 0%, NTMT1 inh -10%, B2AR arrestin ag 0% and TSG101-PTAP inh 1%.
For Cc1ccc(-c2onc(C)c2C)cc1S(=O)(=O)N1CCc2ccccc21 the results were GALK inh 0%, p53null 32C tox -1%, p53null 39C kill 6%, FH mod -17%, NTMT1 inh inconclusive, B2AR arrestin ag -1% and TSG101-PTAP inh 23%.
For CC(=O)c1[nH]c(C)c(C(=O)NCCc2ccc(C)cc2)c1C the results were GALK inh 1%, p53null 32C tox 13%, p53null 39C kill 0%, FH mod inconclusive, NTMT1 inh 5%, B2AR arrestin ag 1% and TSG101-PTAP inh 1%.
COc1cc(NC(=O)c2c(C)nn(-c3ccc(F)cc3)c2-n2cccc2)cc(OC)c1 was read as GALK inh 4%, p53null 32C tox 4%, p53null 39C kill -6%, FH mod -7%, NTMT1 inh inconclusive, B2AR arrestin ag 0% and TSG101-PTAP inh 0%.
`CC(=O)c1ccc(NC(=O)c2nn(C)c3c2COc2ccccc2-3)cc1` gave GALK inh -10%, p53null 32C tox 2%, p53null 39C kill -15%, FH mod -2%, NTMT1 inh -4%, B2AR arrestin ag -3% and TSG101-PTAP inh -4%.

5 entries drawn at random from the list so far, as already listed:
For CC(=O)c1[nH]c(C)c(C(=O)NCCc2ccc(C)cc2)c1C the results were GALK inh 1%, p53null 32C tox 13%, p53null 39C kill 0%, FH mod inconclusive, NTMT1 inh 5%, B2AR arrestin ag 1% and TSG101-PTAP inh 1%.
`CCNC(=O)C1CCN(c2nnc(C)c3c(C)n(-c4ccc(OC)cc4)nc23)CC1` gave GALK inh 0%, p53null 32C tox 2%, p53null 39C kill 10%, FH mod -11%, NTMT1 inh 4%, B2AR arrestin ag -1% and TSG101-PTAP inh -3%.
For Cc1ccc(CCNC(=O)CCn2nc(-c3ccc(Cl)cc3)ccc2=O)cc1 the results were GALK inh 2%, p53null 32C tox -8%, p53null 39C kill 13%, FH mod 1%, NTMT1 inh 10%, B2AR arrestin ag 0% and TSG101-PTAP inh -2%.
For Cc1ccc(-c2onc(C)c2C)cc1S(=O)(=O)N1CCc2ccccc21 the results were GALK inh 0%, p53null 32C tox -1%, p53null 39C kill 6%, FH mod -17%, NTMT1 inh inconclusive, B2AR arrestin ag -1% and TSG101-PTAP inh 23%.
For Cc1cc(C)c(NC(=O)CSC2=Nc3ccccc3C3=NC(CC(=O)NCc4cccs4)C(=O)N23)c(C)c1 (stereo not drawn) the results were GALK inh 0%, p53null 32C tox 1%, p53null 39C kill 13%, FH mod -6%, NTMT1 inh -5%, B2AR arrestin ag -1% and TSG101-PTAP inh -9%.

New compounds follow:
Screening CCOC(=O)CSc1nnc(-c2ccc(OC)cc2)o1 returned GALK inh -14%, p53null 32C tox -12%, p53null 39C kill -7%, B2AR arrestin ag -2% and TSG101-PTAP inh -10%.
`Cn1cnc2c(=O)oc3ccc(S(=O)(=O)N4CCN(c5cccc(C(F)(F)F)c5)CC4)cc3c21` gave GALK inh 5%, p53null 32C tox 0%, p53null 39C kill 6%, B2AR arrestin ag 2% and TSG101-PTAP inh -5%.
For Cc1oc2c(cc(NS(=O)(=O)c3ccc(C(C)C)cc3)c3ccccc32)c1C(=O)O the results were GALK inh 0%, p53null 32C tox -2%, p53null 39C kill -8%, FH mod inconclusive, NTMT1 inh inconclusive, B2AR arrestin ag 0% and TSG101-PTAP inh -25%.
Cc1ccc(CNC(=O)Cn2c(=O)n(-c3ccc(C)cc3)c(=O)c3c2c2cc(C)ccc2n3C)cc1 was read as GALK inh 0%, p53null 32C tox 3%, p53null 39C kill 16%, FH mod -2%, NTMT1 inh inconclusive, B2AR arrestin ag 1% and TSG101-PTAP inh -5%.
`CCOc1cc2c(cc1OCC)C(CC(=O)OC)N(C(=O)Nc1cc(OC)ccc1OC)CC2` (stereo not drawn) gave GALK inh -2%, p53null 32C tox -2%, p53null 39C kill -4%, FH mod -8%, NTMT1 inh 1%, B2AR arrestin ag 0% and TSG101-PTAP inh 0%.
Cc1cc(C)c2sc(N(Cc3cccnc3)C(=O)CCOc3ccccc3)nc2c1 was read as GALK inh 2%, p53null 32C tox 6%, p53null 39C kill 27%, FH mod -20%, NTMT1 inh 12%, B2AR arrestin ag 0% and TSG101-PTAP inh -1%.
`CCC12CN3CC(C)(CN(C1)C3c1ccc(O)cc1O)C2=O` (stereo not drawn) gave GALK inh 0%, p53null 32C tox 0%, p53null 39C kill -17%, FH mod 2%, NTMT1 inh -7%, B2AR arrestin ag -2% and TSG101-PTAP inh -2%.
`COc1cccc(-n2cc(C(=O)OCc3ccc(Cl)cc3)c3ccccc3c2=O)c1` gave GALK inh 0%, p53null 32C tox -4%, p53null 39C kill 69%[activator], FH mod -5%, NTMT1 inh -7%, B2AR arrestin ag 1% and TSG101-PTAP inh 3%.
Cc1ccccc1NC(=O)c1oc2c(c1C)-c1nn(Cc3cccc(Cl)c3)cc1CC2 was read as GALK inh -11%, p53null 32C tox 2%, p53null 39C kill -1%, FH mod -15%, NTMT1 inh -7%, B2AR arrestin ag -1% and TSG101-PTAP inh 2%.
Screening Cc1cc(C(=O)NCc2ccccc2Cl)c2c(C)nn(-c3ccccc3)c2n1 returned GALK inh 4%, p53null 32C tox 1%, p53null 39C kill -7%, FH mod -4%, NTMT1 inh 2%, B2AR arrestin ag 0% and TSG101-PTAP inh 0%.
For CN(C)S(=O)(=O)N1CCC(n2cnc3cccnc32)CC1 the results were GALK inh -1%, p53null 32C tox 2%, p53null 39C kill -2%, B2AR arrestin ag 0% and TSG101-PTAP inh 0%.
For COc1cccc(CNC(=O)Cn2nc(C)c3sc4ccccc4c3c2=O)c1OC the results were GALK inh -11%, p53null 32C tox -1%, p53null 39C kill 11%, FH mod 0%, NTMT1 inh 3%, B2AR arrestin ag -2% and TSG101-PTAP inh 1%.
Screening CC(=O)Nc1c(C)nn(-c2ccccc2)c1N1CCC(C(=O)NCc2ccc(F)cc2)CC1 returned GALK inh 3%, p53null 32C tox -9%, p53null 39C kill inconclusive, FH mod 1%, NTMT1 inh -5%, B2AR arrestin ag -1% and TSG101-PTAP inh 0%.
Screening CCc1cnc2c(c1SCC(=O)NCc1ccc(C)cc1)c(=O)n(C)c(=O)n2C returned GALK inh -2%, p53null 32C tox 4%, p53null 39C kill 8%, FH mod -15%, NTMT1 inh 2%, B2AR arrestin ag -2% and TSG101-PTAP inh -4%.
CCOC(=O)c1ccccc1NC(=O)Cn1cc(C(=O)c2cccc(OC)c2)c(=O)c2ccc(C)nc21 was read as GALK inh 1%, p53null 32C tox 1%, p53null 39C kill -11%, FH mod 2%, NTMT1 inh -10%, B2AR arrestin ag 0% and TSG101-PTAP inh 4%.
For CCN(Cc1ccccc1)S(=O)(=O)c1cc(Br)cc2c1N(C(=O)C1CC1)CC2 the results were GALK inh 1%, p53null 32C tox 8%, p53null 39C kill -15%, FH mod -12%, NTMT1 inh -12%, B2AR arrestin ag -2% and TSG101-PTAP inh 7%.
Screening Cc1noc(/C=C/c2ccco2)c1S(=O)(=O)N1CCC(C(=O)Nc2ccc(F)c(Cl)c2)CC1 returned GALK inh -1%, p53null 32C tox 23%, p53null 39C kill 15%, FH mod -13%, NTMT1 inh 6%, B2AR arrestin ag -1% and TSG101-PTAP inh 4%.
O=C(CCC1N=C2c3ccccc3N=C(SCc3ccc(Cl)cc3)N2C1=O)NC1CCCCC1 (stereo not drawn) was read as GALK inh 0%, p53null 32C tox 19%, p53null 39C kill -7%, FH mod -14%, NTMT1 inh -1%, B2AR arrestin ag 1% and TSG101-PTAP inh -6%.
For COc1cccc(CNC(=O)c2ccc(CN3CC(=O)N4CCCCC4C3=O)cc2)c1 (stereo not drawn) the results were GALK inh -1%, p53null 32C tox 0%, p53null 39C kill 3%, FH mod 9%, NTMT1 inh 13%, B2AR arrestin ag 1% and TSG101-PTAP inh -3%.
Screening Cc1ccc(S(=O)(=O)Nc2cccc(-c3ccc(N4CCCCC4)nn3)c2)s1 returned GALK inh -1%, p53null 32C tox 13µM*, p53null 39C kill 13µM*, FH mod inconclusive, NTMT1 inh -13%, B2AR arrestin ag 3% and TSG101-PTAP inh -4%.
COc1cccc(CNC(=O)Cc2ccc(NC(=O)N3CCSc4ncccc43)cc2)c1OC was read as GALK inh 1%, p53null 32C tox -5%, p53null 39C kill 24%, FH mod 2%, NTMT1 inh 3%, B2AR arrestin ag -1% and TSG101-PTAP inh -1%.
`Cc1ccc(NC(=O)c2sc3ncn(Cc4cccc(F)c4)c(=O)c3c2C)c(Br)c1` gave GALK inh 3%, p53null 32C tox 11%, p53null 39C kill 27%, FH mod -26%, NTMT1 inh -6%, B2AR arrestin ag -1% and TSG101-PTAP inh 1%.
Screening Cc1ccc(S(=O)(=O)N2CCc3cc(C(=O)Nc4ccc(C)c(C)c4)ccc32)cc1 returned GALK inh 0%, p53null 32C tox 3%, p53null 39C kill -19%, FH mod -19%, NTMT1 inh 6%, B2AR arrestin ag -2% and TSG101-PTAP inh 2%.
